CHRM1 agonist: agonists of human M1 muscarinic receptor | 0.33% of 360,000 active | AID 588814 | CHO-K1 hM1, Fluo-8 calcium fluorescence, agonist mode; 0% DMSO, 100% acetylcholine EC100 | P11229 | activation, % at 3 µM;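 active means activation above the run's mean compound activation plus 3 SD, cut at about 16% in these data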;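 further: peak over basal fluorescence ratio within a 140 s kinetic read after compound addition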
OXTR potentiator: potentiates the human oxytocin receptor response. P30559. CHO-OTR cells, Fluo-8 calcium fluorescence, potentiator mode; 0% = oxytocin EC15, 100% = EC100. activation, % at 3 µM. 0.061% of 320,000 active;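 active means activation above that plate's cutoff, the mean activation of tested compounds plus 3 SD, cut at about 6.6% in these data, passing the limit was not always enough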;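 further: 100% uses oxytocin at 75 nM as the full agonist control; some results filed as inactive read as strong as hits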
Target sequence (P30559 whole entry, looked up): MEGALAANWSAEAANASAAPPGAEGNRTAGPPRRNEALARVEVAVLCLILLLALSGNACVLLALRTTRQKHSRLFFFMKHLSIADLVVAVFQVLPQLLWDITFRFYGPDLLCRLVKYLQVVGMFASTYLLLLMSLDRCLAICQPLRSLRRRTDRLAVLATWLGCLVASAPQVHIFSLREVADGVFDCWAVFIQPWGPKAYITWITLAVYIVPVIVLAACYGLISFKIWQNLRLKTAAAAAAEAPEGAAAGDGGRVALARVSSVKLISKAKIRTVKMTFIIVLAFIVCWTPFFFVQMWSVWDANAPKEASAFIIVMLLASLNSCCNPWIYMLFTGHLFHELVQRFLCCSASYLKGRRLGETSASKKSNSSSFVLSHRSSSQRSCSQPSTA
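Dosing: Single dose, 3.0 µM nominal final compound concentration | Material: Human OTR in CHO cells | Technique: Kinetic Fluo-8 calcium fluorescence | Benchmarks: EC15 oxytocin alone as 0%, 75 nM oxytocin as 100% | Probe or stimulus: Oxytocin at about EC15, sub-maximal agonist stimulus | Incubation: Compound 6 min at room temperature before oxytocin, 100 s read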
CHRM4 antagonist: CHRM4 antagonism in calcium assay. CHO-hM4 cells, ACh EC80, Fluo-8 calcium fluorescence. inhibition, % at 3 µM. 0.73% of 360,000 active. AID 624125;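 active means inhibition above its plate's cutoff, the mean inhibition of sample wells plus 3 SD, cut at about 27% in these data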;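 further: 0% = acetylcholine EC80 with DMSO and 100% = DMSO without agonist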
Target sequence (P08173 whole entry, looked up): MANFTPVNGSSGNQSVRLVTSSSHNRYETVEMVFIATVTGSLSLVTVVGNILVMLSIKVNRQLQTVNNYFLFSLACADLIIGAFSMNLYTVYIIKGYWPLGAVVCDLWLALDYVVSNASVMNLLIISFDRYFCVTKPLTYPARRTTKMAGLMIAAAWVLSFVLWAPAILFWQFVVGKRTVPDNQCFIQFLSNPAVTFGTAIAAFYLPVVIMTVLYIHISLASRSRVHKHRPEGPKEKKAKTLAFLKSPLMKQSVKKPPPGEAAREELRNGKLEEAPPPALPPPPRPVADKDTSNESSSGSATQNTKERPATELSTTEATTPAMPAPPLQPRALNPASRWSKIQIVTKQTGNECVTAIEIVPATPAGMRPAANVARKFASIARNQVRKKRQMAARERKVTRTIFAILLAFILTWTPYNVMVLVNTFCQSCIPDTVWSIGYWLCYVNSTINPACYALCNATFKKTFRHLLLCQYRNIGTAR
M1 ag parental: counter-screen for M1 agonists: effect in parental CHO-K1 cells. activation, % at 3 µM. Fluo-8 calcium fluorescence; scaled to maximal ATP response, vehicle zero. 0.48% of 360,000 active; in the data active means activation above about 15%;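 further: untransfected CHO-K1 host cells lacking M1 receptor as counterscreen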
CHRM4 agonist: agonists of human muscarinic M4 receptor (CHRM4) | P08173 | CHO-K1 hM4/Gqi5, Fluo-8 calcium fluorescence; vehicle 0%, full acetylcholine response 100% | activation, % at 3 µM | 0.14% of 360,000 active | AID 624127;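 active means activation above the run mean over all test wells plus 3 SD, cut at about 32% in these data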;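 further: peak over basal fluorescence ratio per well then scaled between controls; 0% = DMSO wells and 100% = acetylcholine at EC100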
CHO parental Ca: counter-screen for OX1R antagonists: effect in parental CHO cells | parental CHO-K1, ATP-induced calcium, Fluo-8 fluorescence | inhibition, % at 5.6 µM | 0.63% of 330,000 active | AID 463079;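 active means inhibition above that plate's mean sample inhibition plus 3 SD, cut at about 26% in these data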;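 further: 0% = ATP-challenged DMSO wells and 100% = DMSO wells without ATP; some compounds past the cut are filed as inactive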
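Test system: parental CHO cells; detection: calcium-sensitive Fluo-8 fluorescence; evaluation: percent inhibition of calcium signal; also added: ATP as calcium-mobilizing challenge; repeats: one well per compound; control set: ATP-challenged DMSO wells low, unchallenged DMSO wells high; compound: single nominal dose of 5.6 µM per compound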
CHRM1 PAM: potentiates human M1 receptor response to acetylcholine | CHO-K1 hM1, Fluo-8 calcium fluorescence, ACh EC20; 0% = ACh EC20, 100% = maximal ACh | P11229 | AID 588819 | activation, % at 3 µM | 0.088% of 360,000 active; in the data active means activation above about 19%, passing the limit was not always enough
CHO-K1 Ca antag: nonselective inhibitor or artifact in parental CHO-K1 cells; ATP-induced calcium, Fluo-8 fluorescence; inhibition, % at 3 µM; 0.6% of 360,000 active; AID 602250;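 active means inhibition above a per-plate cutoff, the plate's mean sample inhibition plus 3 SD, cut at about 24% in these data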;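 further: 0% = DMSO plus EC80 ATP and 100% = DMSO alone without ATP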
M1 antag: human CHRM1 antagonism; CHO-K1 hM1, Fluo-8 calcium fluorescence, ACh EC80 antagonist; P11229; 1.3% of 360,000 active; inhibition, % at 3 µM;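 active means percent inhibition above its own plate's cutoff, namely the mean of that plate's compound wells plus 3 SD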;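 further: peak over basal fluorescence ratio during 140 s after agonist addition; 0% = ACh EC80 plus DMSO and 100% = DMSO alone without agonist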
The depositor's hits bear a star; / = no result given.

SMILES	CHRM1 agonist	OXTR potentiator	CHRM4 antagonist	M1 ag parental	CHRM4 agonist	CHO parental Ca	CHRM1 PAM	CHO-K1 Ca antag	M1 antag
COc1cccc(C(=O)Nc2c3c(nn2-c2ccccc2C)CS(=O)C3)c1OC (stereo not given)	-2.7	-1.5	7.8	1.2	3.1	-11.8	0.1	-0.2	-19.1
COc1ccccc1C(=O)CSc1ccccn1	-7.2	-0.5	11.7	3.8	9.9	-16.8	-1.9	-0.1	9.6
CCOc1ccc(/C=C2\SC(N3CCc4ccccc4C3)=NC2=O)cc1	-5.6	-2.5	-14.1	1.9	4.2	-12.5	5.0	-5.7	-2.1
Cn1ccnc1C(O)c1cc(C(C)(C)C)c(O)c(C(C)(C)C)c1 (stereo not given)	-9.9	-3.3	6.3	0.5	2.1	0.8	-4.6	-15.7	-7.0
CCOCCCNC(=O)C(NC(=O)Cc1cccs1)c1ccc(OC)cc1 (stereo not given)	-1.0	-11.4	-8.9	-0.1	0.7	-10.1	7.6	-3.2	-11.6
Cc1cc(C=NCCCO)c(C)n1-c1cc(Cl)ccc1Cl	-3.8	/	4.6	0.5	-0.4	/	8.7	-4.6	-4.0
COc1cccc([C@@H]2CC=C(C(=O)O)[C@H](c3ccc(C)cc3)N2S(=O)(=O)c2ccc(C)cc2)c1	-4.5	1.8	-16.4	0.5	0.2	-16.7	9.4	-16.8	-14.0
Cc1cc(/C=C2\C(=N)N3N=C(C(C)C)SC3=NC2=O)c(C)n1-c1ccccc1	-10.5	-13.6	-6.0	0.0	0.1	-28.3	10.1	-7.3	-2.9
CC(=O)c1cccc(NC(=O)CSc2ncc(C(=O)Nc3ccccc3)c(=O)n2C)c1	0.0	1.4	-5.0	0.5	0.3	9.9	19.9	-1.8	-19.6
COc1ccccc1NC(=O)Cn1nc(Cc2cccnc2)c2ccccc2c1=O	6.3	-3.2	1.7	1.8	1.5	-17.3	8.2	-16.3	-15.0
COc1ccccc1NC(=O)COC(=O)/C=C/c1ccc2c(c1)OCO2	-11.9	-18.2	10.1	1.6	2.8	-1.2	-11.9	9.9	12.4
CCOc1ccc(N(CC(=O)Nc2c(C)cccc2C)S(=O)(=O)c2c(C)[nH]c(=O)[nH]c2=O)cc1	-2.7	-4.0	-1.1	0.2	0.3	7.0	6.8	-8.0	-10.0
Cc1noc(NS(=O)(=O)c2ccc(NC(=O)c3ccc(OC(C)C)cc3)cc2)c1C	-5.0	-6.4	-0.1	1.0	0.7	6.9	8.7	-11.5	0.6
C[C@H]1CN([C@@H](C)CO)S(=O)(=O)c2ccc(Br)cc2O[C@H]1CN(C)C(=O)c1cccc(F)c1	-0.2	/	-16.8	0.6	5.7	/	13.2	-9.1	-13.7
COc1cc(S(=O)(=O)Nc2ccccc2C)ccc1NC(=O)c1ccncc1	-8.0	-15.2	-4.9	0.8	2.5	-14.4	12.4	-2.0	-11.6
CCC(=O)/C=C1\Sc2ccc(OC)cc2N1CC	-3.6	5.6	-3.1	-1.1	-2.8	-10.2	6.5	9.0	2.5
COCCCNC(=O)CN(c1ccc(Cl)c(Cl)c1)S(C)(=O)=O	-6.1	1.1	-6.6	0.1	2.2	-10.1	7.8	-8.4	-14.9
O=C(CCNC(=O)N1CCn2c1nc1ccccc12)NCc1ccccc1Cl	-3.5	-7.1	-9.5	1.6	2.9	-16.6	-1.7	-18.1	-4.6
O=C(Nc1cccc(Cl)c1)Nc1c[nH]c(=O)[nH]c1=O	-2.1	-8.4	-3.8	0.4	0.8	-1.1	7.6	-1.8	-9.3
CN(Cc1ccccc1)C(=O)Cc1ccccc1	-4.0	-9.4	-12.5	0.4	0.0	-2.9	8.5	-1.8	-5.2
Cc1ccc2ccccc2c1C(O)c1ncc(-c2ccccc2Cl)[nH]1 (stereo not given)	-4.6	/	-8.9	1.5	4.4	/	-5.5	-4.8	0.7
NC(=O)C(NN=C(c1ccccc1)c1ccccc1)c1ccccc1 (stereo not given)	-4.0	/	-13.6	0.7	0.3	/	4.9	-8.9	-8.3
CC(=O)N(c1cc(C)ccc1C)c1ccccc1[N+](=O)[O-]	5.5	/	-6.7	-0.1	0.8	/	13.5	-3.9	1.2
c1ccc(NCc2nc3ccccc3n2CCOc2ccccc2)cc1	-4.0	-10.8	-9.1	1.3	3.5	-20.0	-6.7	-4.9	5.0
COc1ccc(N2CCN(c3ccc([N+](=O)[O-])nc3)CC2)cc1	-4.9	-17.1	-8.1	1.0	2.5	-11.1	2.0	-18.8	-1.9
COc1ccc(-n2nc(C(=O)NCC(=O)Nc3cccc(NC(C)=O)c3)c3ccccc3c2=O)cc1	0.2	-16.0	-4.6	2.6	8.1	-10.9	0.3	-5.9	10.1
CCOc1ccc(N=C2NC(=O)C(CC(=O)Nc3ccc(OC)cc3)S2)cc1 (stereo not given)	-5.0	-6.2	-9.7	0.9	0.3	-1.0	9.6	-4.2	-3.0
CC1(C)Cc2c(C#N)c(SCC(=O)O)nc(N3CCOCC3)c2CO1	-3.7	-1.7	4.8	-0.2	0.0	-2.6	4.6	-10.8	-6.8
CC(=O)Nc1ccc(NC(=O)c2cc(=O)c3ccccc3o2)cc1	-4.9	-2.4	3.2	1.9	2.8	-6.8	7.6	-15.1	-4.5
Cc1ccc2c(C)c(C(=O)N3CCN(c4ncccn4)CC3)oc2c1C	2.3	/	-7.6	0.6	5.0	/	3.3	13.0	-0.5
CCN(Cc1ccc(OC)c(F)c1)C(=O)c1cc2ccccc2o1	0.7	-8.5	-15.8	0.0	0.6	-41.5	10.8	5.6	-0.8
NC(=O)Nc1ccccc1C(=O)N1CCC(O)(c2ccc(Cl)cc2)CC1	-2.3	-0.7	3.8	0.3	-0.1	-2.4	0.1	-7.7	2.8
O=C(/C=C\c1cn(-c2ccccc2)nc1-c1ccc2c(c1)OCCO2)N1CCOCC1	0.3	-12.0	1.1	1.7	5.1	-9.5	10.2	18.8	-4.6
COc1ccc(NC(=O)c2cc(C3CCCCN3C(=O)c3ccc(NC(C)=O)cc3)on2)c(C)c1 (stereo not given)	-7.4	/	-2.4	-0.2	1.2	/	2.9	-2.9	-5.4
CCn1cc(C(=O)NN)c(=O)c2cc(F)c(N3CCN(C)CC3)cc21	-6.9	-15.3	6.1	1.1	1.8	-15.1	4.1	-13.0	-9.3
Cc1cc2ncc(-c3ccc(Cl)cc3)cn2n1	-5.2	-11.5	0.1	0.3	-0.2	-11.3	8.4	-4.4	-9.0
COc1ccccc1-c1c(C(F)(F)F)oc2cc(OC(=O)c3ccc([N+](=O)[O-])cc3)ccc2c1=O	0.2	-14.0	-7.8	5.3	7.6	-13.4	9.1	-6.3	-8.6
CC(C)C[C@@H]1Cc2[nH]c(=S)[nH]c(=O)c2[C@H](CCc2ccccc2)O1	/	/	-10.1	1.1	-1.8	/	/	-19.4	/
O=c1n(-c2ccc(Br)cc2)cnn1-c1ncccc1[N+](=O)[O-]	-3.2	-0.8	-8.0	0.2	4.5	-3.0	8.0	-9.0	-8.3
Cc1cc(C)nc(N2CCC(C(=O)NC3CCCCCC3)CC2)n1	-3.7	-2.1	-1.1	-0.4	0.6	8.4	5.5	11.6	-4.6
CC(CCc1ccccc1)NC(=O)COc1ccc(S(=O)(=O)N2CCOCC2)cc1[N+](=O)[O-] (stereo not given)	-7.2	-5.2	9.4	5.3	5.4	-18.0	2.5	-3.8	-3.8
CC(C)(C)OC(=O)N1CCC[C@@H]1C(=O)N1CCC[C@@H]1C(=O)NCc1ccccc1Cl	/	/	-0.6	0.7	0.0	/	/	-17.6	/
CC(C)=CCN1CCN(Cc2ccoc2)CC1CCO (stereo not given)	-4.0	1.9	6.3	0.5	0.7	-3.5	7.1	-14.2	-7.4
COc1ccc(/C=N/Nc2nc3ccccc3o2)cc1OC	-4.0	-10.9	-0.4	0.3	0.6	-5.8	1.9	0.4	-14.9
O=C(CN1C(=O)c2ccccc2C1=O)Nc1cccc2cccnc12	-0.8	-0.8	-10.1	0.3	2.2	-14.8	2.0	0.4	-6.5
CCOC(=O)C1=C(CN2CCc3ccccc32)NC(=O)NC1c1ccc(Cl)cc1 (stereo not given)	-10.5	-1.6	-7.5	2.6	9.1	-34.2	4.6	-35.4	-11.4
O=C(c1cc2ccccn2n1)N1CCN(Cc2ccccc2)CC1	-4.8	-1.1	0.9	1.3	4.5	1.5	8.6	3.4	-4.5
CCC(=O)Nc1ccc(/C(C)=N\NC(=O)c2ccc(C)s2)cc1	-4.6	-17.5	-3.7	-0.1	-0.9	-15.7	6.0	-4.9	-18.8
O=C(Cn1cnc([N+](=O)[O-])n1)N/N=C/c1cc(Cl)ccc1O	-2.2	-5.8	4.0	0.1	0.7	-1.5	-4.9	10.7	-4.0
COc1cc(OC)cc(-c2c(-c3ccc(F)cc3)c3cc(-c4ccc5cc[nH]c5c4)ccc3n2C)c1	-2.0	-5.2	0.1	0.5	2.0	6.7	-2.2	-9.8	0.9
Cc1cc(-c2ccccc2)n2ncnc2n1	-2.5	0.9	-0.9	-0.1	0.1	-15.7	8.8	-1.9	-12.4
COc1cc2ccccc2cc1C(=O)OCC(=O)N1CCOCC1	-2.5	-5.2	-1.7	-0.1	-0.1	3.4	2.1	-16.0	-1.2
COc1ccc(NS(=O)(=O)c2ccc(NC(=O)C3CC3)cc2)cc1	7.7	-14.9	3.1	11.8	14.1	4.5	-3.9	2.0	15.1
CC(=O)Nc1ccccc1-c1ccccc1[N+](=O)[O-]	-0.1	/	18.2	4.2	13.9	/	-7.9	-9.0	20.8
CCOc1ccccc1CN1CCN(Cc2ccc(C)o2)CC1CCO (stereo not given)	-12.0	-6.3	-3.0	-0.3	0.3	-12.4	-7.4	-5.0	1.1
Cc1cc(NC(=O)Cc2c(F)cccc2Cl)no1	-6.9	-2.2	6.8	0.1	0.3	0.8	0.8	-2.7	-0.2
CCOc1ccc(S(=O)(=O)n2cc(-c3ccc(F)cc3)c(N)n2)cc1	-8.3	-5.3	-8.8	0.9	-2.9	-14.9	-2.6	-20.5	-4.2
COc1ccc(Br)cc1CN(C)CC(=O)Nc1ccccc1Cl	-7.4	-3.2	-0.4	-0.1	-0.7	-29.4	4.8	-0.6	-7.8
Cc1ccc(C)c(NC(=S)N(C)CCO)c1	-3.1	-12.1	-11.2	15.0	0.0	-4.4	9.1	12.2	-0.2

Assay outcomes (PubChem)
